NOD2-RIPK2 inh – inhibitors of human NOD2-RIPK2 interaction; actives 0.38% (n = 360,000); inhibition, % at 4.98 µM; AID 624267; CHO BLA complementation NOD2-RIPK2, CCF4 ratio; in the data active = inhibition above about 21%;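 also: 0% = vehicle only and 100% = reference blocker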
Target sequence (O43353 whole entry, looked up): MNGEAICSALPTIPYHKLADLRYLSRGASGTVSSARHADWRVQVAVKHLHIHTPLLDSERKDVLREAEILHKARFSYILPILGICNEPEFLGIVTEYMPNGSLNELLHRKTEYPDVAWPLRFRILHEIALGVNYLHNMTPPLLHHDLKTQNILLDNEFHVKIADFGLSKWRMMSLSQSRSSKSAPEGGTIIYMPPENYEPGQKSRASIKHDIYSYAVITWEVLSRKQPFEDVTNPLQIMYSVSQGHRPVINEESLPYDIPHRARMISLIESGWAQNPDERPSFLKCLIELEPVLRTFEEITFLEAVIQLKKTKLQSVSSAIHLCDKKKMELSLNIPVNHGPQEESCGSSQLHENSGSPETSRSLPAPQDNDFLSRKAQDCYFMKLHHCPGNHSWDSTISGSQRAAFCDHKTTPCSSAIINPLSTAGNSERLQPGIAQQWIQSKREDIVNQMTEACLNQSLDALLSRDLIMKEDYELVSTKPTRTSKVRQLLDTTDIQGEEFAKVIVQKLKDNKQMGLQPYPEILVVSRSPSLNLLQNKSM
ABCB6 inh MLPCN – human ABCB6 transporter inhibition; Q9NP58; K562-ABCB6 porphyrin accumulation, flow cytometry, 1 h; active compounds read low; fluorescence ratio to DMSO, % at 10 µM; actives 0.19% (n = 360,000); AID 602162;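 active = fluorescence ratio to DMSO below 75%, the collection mean minus 3 SD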;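 also: signal is porphyrin accumulated inside mitochondria; 100% equals median channel fluorescence of DMSO control wells; lower ratio means ABCB6 inhibition with less porphyrin fluorescence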
MC4R barr agon – activates human MC4R beta-arrestin recruitment; activation, % at 8.9 µM; U2OS MC4R beta-arrestin complementation, luminescence; percent of melanotan II response, DMSO zero; P32245; AID 540308; actives 0.98% (n = 360,000);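 active = activation above a per-plate cutoff, the mean activation of sample wells on that plate plus 3 SD, cut at about 8% in these data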
Target sequence (P32245 whole entry, looked up): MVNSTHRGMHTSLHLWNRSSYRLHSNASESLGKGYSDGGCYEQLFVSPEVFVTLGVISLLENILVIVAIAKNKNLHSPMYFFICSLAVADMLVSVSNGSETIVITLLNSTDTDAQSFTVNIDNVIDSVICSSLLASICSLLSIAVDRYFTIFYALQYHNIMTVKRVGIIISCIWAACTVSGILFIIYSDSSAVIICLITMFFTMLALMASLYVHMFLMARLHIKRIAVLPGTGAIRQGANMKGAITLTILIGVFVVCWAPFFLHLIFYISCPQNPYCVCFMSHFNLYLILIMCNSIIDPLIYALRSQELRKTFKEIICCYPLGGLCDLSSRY
aDG glyco up – alpha-DG glycosylation activation; Pro5-aDG cells, alpha-DG glycosylation AlphaScreen (IIH6); 0% Pro5, 100% B10-LARGE cell signal; activation, % at 10 µM; actives 0.22% (n = 360,000); AID 624168;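 active = activation of at least 8% versus controls, or a plate z-score of at least 8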;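 also: Pro5 are CHO cells carrying HIG-tagged alpha-DG that lacks glycosylation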
ABHD5 PLIN5 PPI – inhibitors of human ABHD5-perilipin-5 interaction | Q00G26+Q8WTS1 | Split G. princeps luciferase complementation, luminescence, 4 h | inhibition, % at 4 µM | actives 0.78% (n = 360,000) | AID 602281;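 active = inhibition above the mean inhibition across every tested compound plus 3 SD, cut at about 22% in these data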;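 also: 0% = DMSO only wells and the 100% control is not disclosed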
TLR9-MyD88 inh – inhibitors of human TLR9-MyD88 binding. actives 0.21% (n = 340,000). CHO BLA complementation TLR9-MyD88, CCF4 FRET ratio. inhibition, % at 4.98 µM. AID 504734;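 active = inhibition above the mean over all tested compounds plus 3 SD, cut at about 21% in these data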;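 also: 0% = DMSO only wells and 100% = clavulanate BLA inhibitor control wells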
N-glyco inh – N-linked glycosylation inhibition; D54 ERlucT glycosylation luciferase reporter, 24 h; percent of 100 nM tunicamycin response; reporter increase, % at 12.5 µM; actives 0.23% (n = 360,000);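 active = mean luciferase reporter signal, scaled so untreated is 0 and the glycosylation-blocking control 100, at or above a set limit in every replicate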;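 also: luciferase carries N-glycosylation sites so blocking glycosylation raises the light; 0% = median of neutral control wells and 100% = median of 100 nM tunicamycin wells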
MC4R antagonist – antagonists of human melanocortin 4 receptor (MC4R). P32245. MC4R-expressing cells, MTII-stimulated cAMP, LANCE TR-FRET. inhibition, % at 6.5 µM. actives 0.48% (n = 360,000). AID 540295;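 active = inhibition above its plate's cutoff, the mean of tested wells on that plate plus 3 SD, cut at about 29% in these data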;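 also: 0% = Melanotan II alone and 100% = Melanotan II plus saturating MCL0020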
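Test system: U2OS cells stably expressing human melanocortin 4 receptor (MC4R); also added: Melanotan II challenge; compound: 6.5 µM single dose; timing: 30-min compound preincubation, 1-h Melanotan II challenge, 1-h detection, room temperature; signal: Eu-cAMP/anti-cAMP TR-FRET, emission 671 nm; repeats: one well per compound, no replicates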
Vif imaging – HIV Vif inhibition; actives 0.35% (n = 340,000); inhibition, % at 7.49 µM; HEK293T cells, Vif self-association by quenched fluorescence, imaging, 24 h; in the data active = inhibition above about 50%, passing the limit was not always enough; also: some results filed as inactive read as strong as hits
Granule exo inh – lytic granule exocytosis inhibition; TALL-104 LAMP-1 surface exposure, flow cytometry; cells stimulated with thapsigargin and PMA; inhibition, % at 10 µM; actives 0.66% (n = 360,000);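 active = inhibition above about 55%, limit read from the data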
The depositor's hits bear a star; i = inactive; · = not tested or not shown.

Structure,NOD2-RIPK2 inh,ABCB6 inh MLPCN,MC4R barr agon,aDG glyco up,ABHD5 PLIN5 PPI,TLR9-MyD88 inh,N-glyco inh,MC4R antagonist,Vif imaging,Granule exo inh
S=c1[nH]nc(Cc2n[nH]c(=S)n2-c2ccccc2)n1-c1ccccc1,6,99,-3.1,-0.1,-7,-12,4,3,1,1
O=C(COc1ccccc1F)N1N=C(c2cccs2)CC1c1ccco1 (stereo unspecified),3,94,-1.3,0.2,7,-13,-3,2,·,-6
CCC(C)[C@H]1CNC(=O)C(=O)N1CC(C)(C)C (stereo partly specified),-18,90,·,-0.1,8,·,·,·,·,-6
Cc1ccc(-c2nc3cc(NC(=O)C(C)C)ccc3o2)cc1C,-3,94,-1.6,0.1,4,-4,-17,0,-7,2
COc1cccc(NC(=O)CSc2ccc(-c3sc(C)nc3C)nn2)c1,-18,98,-2.2,0.7,-7,-5,4,3,-4,1
CC(Oc1cc2oc(=O)c3c(c2cc1Cl)CCC3)C(=O)N1C[C@H]2C[C@@H](C1)c1cccc(=O)n1C2 (stereo partly specified),4,98,-0.5,0.0,-6,-14,-2,6,-8,-3
Cc1cccc(C(=O)c2c(N)sc3c2CCCC3)c1,-7,105,-1.9,-0.3,-16,-5,-3,4,1,7
COc1ccc(C2CC(=O)c3cnc(NC(=O)c4ccccc4)nc3C2)c(OC)c1 (stereo unspecified),-15,113,1.5,0.2,-3,1,6,-11,·,6
CC1(C(=O)NCc2ccccc2)Cc2c(-c3ccc(C(N)=O)cc3)ccnc2O1 (stereo unspecified),-14,97,-0.3,0.1,3,·,21,-10,20,-2
O=C(/C=C/c1cccc(F)c1)OCC(=O)N1CCCc2ccccc21,11,99,-1.5,0.0,1,0,0,-5,-1,-1
N#Cc1c(-c2ccccc2)nc(-c2ccccc2)[nH]c1=O,-7,97,0.3,0.2,1,-1,-2,6,-11,1
Cc1cc(/C=C\c2ccc3cc(N(C)C)ccc3[n+]2C)c(C)n1-c1ccccc1,7,i,-2.7,0.8,26*,-1,-3,-37,·,8
CCCCCCN=CC1=C(O)C(C(=O)OC)C(C)(C)CC1=O (stereo unspecified),-1,104,-0.2,0.1,-3,4,1,0,3,6
O=C(NCCC1=CCCCC1)C(=O)NCc1ccccc1Cl,-7,103,1.4,0.2,1,7,0,-6,8,0
Cc1onc(-c2ccccc2Cl)c1C(=O)NCc1nnnn1-c1ccc(F)cc1,-7,98,-2.6,-0.3,-4,2,3,0,-6,-3
O=c1ccnc(Sc2ncccc2[N+](=O)[O-])[nH]1,-12,101,-0.4,0.2,-4,-6,1,2,3,0
CN(C(=O)c1ccc(C#N)cc1)c1nnc(-c2ccccn2)s1,0,97,0.3,-0.3,-3,-13,1,6,7,-1
O=C(CCNC(=O)c1ccc([N+](=O)[O-])cc1)NCCC1=CCCCC1,-10,96,-1.8,-0.2,-1,2,-2,-8,-12,2
O=C1CC(Sc2ncn[nH]2)C(=O)N1c1ccccc1 (stereo unspecified),-10,88,-1.9,0.4,3,-5,5,9,1,-3
COc1ccc(C(CNC(=O)c2ccc(C)c(S(=O)(=O)N3CCOCC3)c2)N2CCCC2)cc1 (stereo unspecified),3,101,-1.2,0.1,-4,-6,-6,8,3,2
COc1ccccc1/C=N/NC(=O)CSc1cc(C)nc2ccccc12,3,95,-5.1,0.1,-6,4,21,-13,-9,-2
CCC(CC)C(=O)Nc1c(C)n(C)n(-c2ccccc2)c1=O,-8,98,1.5,0.2,6,4,-1,-1,18,-3
COc1ccc(-c2nnn(CC(=O)N3CCN(c4ccccc4OC)CC3)n2)cc1OC,-7,102,-2.5,-0.1,4,-7,1,9,3,-1
CN1CCN(/N=C/c2nc(-c3ccccc3Cl)n3ccccc23)CC1,0,101,1.9,0.0,-8,6,-1,2,2,6
COc1cc(C(=O)NNC(=O)C2CCC2)cc(OC)c1OC,-5,105,0.1,0.2,-7,2,1,2,17,2
Cc1cccc(CC2CC(=O)N(c3nc4ccccc4s3)C2=O)c1 (stereo unspecified),-2,97,-1.7,0.1,2,1,-1,-4,10,-3
CCOC(=O)c1c(NC(=O)COc2ncnc3ccccc23)sc(C)c1CC,-4,96,0.2,0.2,-5,2,2,-2,-17,-2
CCOC(=O)c1cnc2c(cnn2C)c1NCCCN(C)C,0,99,-1.6,-0.2,2,-1,4,0,1,0
COC(=O)c1cc(S(=O)(=O)N2CCC(c3ccccc3)C2)c[nH]1 (stereo unspecified),1,89,-1.3,0.7,-7,-8,-1,-3,6,9
O=C(CCCSc1nc2ccccc2s1)NCc1ccc2c(c1)OCO2,-4,90,-1.8,-0.2,-5,10,-2,-3,-5,4
COc1cc(/C=C/C(=O)c2c(O)ccc3c(C)cc(=O)oc23)ccc1O,-1,93,-1.4,-0.1,51*,2,-4,-16,9,-6
COC(=O)Nc1ncc(CN2CCCCC2)s1,-7,102,0.0,0.2,2,2,1,11,·,-1
COc1ccc([N+](=O)[O-])cc1NC(=O)C(C)OC(=O)CSC(C)C(=O)Nc1cc(C)on1 (stereo unspecified),3,94,4.3,-0.3,0,-1,1,18,·,2
Cn1cc(CNCCCn2ncc3ccccc32)c(-c2ccccc2F)n1,-7,96,-0.2,0.1,7,10,-1,7,-3,-2
CCOc1ccccc1/C=N/NC(=O)Cc1csc(Nc2cccc(C(F)(F)F)c2)n1,-8,119,-1.2,-0.1,-9,1,1,3,-3,-3
COc1cccc(Cn2cc(C(=O)NCCN(C)C)nn2)c1,-7,105,-2.7,-0.3,2,-1,1,-4,1,3
CCOc1ccc(N(C)S(=O)(=O)c2ccc3[nH]cc(C(=O)NCCCOC)c(=O)c3c2)cc1,-9,98,-0.1,0.0,-6,6,-1,-2,·,-9
CC(C)N(C(=O)CSc1nnc(NC2CC2)s1)c1ccccc1,-6,102,-1.9,-0.1,5,11,4,4,·,8
O=C(NC(=S)NC1CCC(O)CC1)c1ccco1 (stereo unspecified),-4,97,0.2,-0.1,2,9,4,-1,2,-7
O=C(CCCN1C(=O)c2cccc3cccc(c23)C1=O)N1CCN(c2ccccc2O)CC1,-5,92,-0.7,-0.4,10,-8,0,18,·,-2
COCCCNC(=O)Cn1c(=O)n(CC(=O)NCCc2ccc(OC)c(OC)c2)c(=O)c2sccc21,-10,93,-0.3,-0.3,0,-3,-3,-12,-2,-2
CCCN(CCC)CC(O)CN1C(=O)NC(C)(C)C1=O (stereo unspecified),1,97,-0.1,-0.2,1,-6,0,12,2,-3
CCCNC(=O)c1cc(C2CCCN(C(=O)C3CC3)C2)on1 (stereo unspecified),-12,102,-1.1,-0.1,0,·,0,7,-4,-6
CCN1CNC(=S)N(c2cc(C)ccc2C)C1,4,92,-0.7,0.0,0,4,1,-5,23,-1
C#CCOC(=O)c1ccccc1C(=O)O,-4,94,-0.9,-0.2,3,14,3,4,0,5
COc1cc(NC(=O)c2noc(C)c2[N+](=O)[O-])c(OC)cc1Cl,7,102,2.5,0.1,-4,-8,19,17,0,-1
COc1cc(C(=O)NCc2nnc(SCC(=O)NC3CCCCC3)o2)cc(OC)c1OC,1,103,-1.5,0.0,-9,0,3,12,-6,-4
COC(=O)c1c(NC(=O)c2ccc(C)cc2)csc1C,-4,101,2.4,-0.1,5,-1,-1,9,-2,-13
CCS(=O)(=O)c1ccc(N)cc1,5,102,-1.4,-0.2,3,-3,2,8,-1,-1
O=C(CSc1ccccc1C(=O)O)NCc1ccccc1,6,99,-1.8,-0.5,2,-5,2,12,-3,-3
CCCCCOC(=O)c1[nH]c2c(c1C)C(=O)C(C(=O)OC)C(C)C2 (stereo unspecified),8,99,0.4,0.4,-3,3,-1,6,·,1
COCCNc1nnc(SCC(=O)Nc2cc(-c3ccccc3)nn2-c2ccccc2)s1,-9,98,0.4,0.0,-1,-5,0,18,·,8
CC1=C(C(=O)N2CCN(c3cc(C)ccc3C)CC2)C2(CCCCC2)OC1=O,2,99,1.1,0.4,10,8,2,2,14,1
CCC(C)(C)c1ccc(OC(=O)c2cccnc2Cl)cc1,-11,102,2.0,0.0,2,4,0,4,18,-9
COc1ccccc1N1CCN(C(=O)Nc2cccc(Cl)c2)CC1,-5,99,-0.8,0.0,9,-5,0,0,-2,-1
O=C1C(CN2CCCC2)CCCC1CN1CCCC1 (stereo unspecified),-20,110,-1.6,0.6,-2,-6,-2,3,-13,16
CCOc1ccc(C(CC(=O)O)NC(=O)COc2ccccc2OC)cc1OC (stereo unspecified),3,89,-1.4,-0.3,3,11,1,13,-7,2
O=S(=O)(Nc1ccccc1)c1ccc(F)cc1,0,98,0.2,0.1,-3,-1,0,-3,-5,-1
COc1cc(OC)c2c(=O)cc(-c3ccccc3)oc2c1,-2,92,-1.6,-0.1,3,-4,9,-20,3,-3
C=CCn1c(C)nnc1SCC(=O)N1c2ccccc2NC(=O)C1(C)C,-3,95,-1.4,-0.1,-2,-1,2,-2,1,-5

Next section; the last two above are carried over.
Structure,NOD2-RIPK2 inh,ABCB6 inh MLPCN,MC4R barr agon,aDG glyco up,ABHD5 PLIN5 PPI,TLR9-MyD88 inh,N-glyco inh,MC4R antagonist,Vif imaging,Granule exo inh
COc1cc(OC)c2c(=O)cc(-c3ccccc3)oc2c1,-2,92,-1.6,-0.1,3,-4,9,-20,3,-3
C=CCn1c(C)nnc1SCC(=O)N1c2ccccc2NC(=O)C1(C)C,-3,95,-1.4,-0.1,-2,-1,2,-2,1,-5
CC(=O)n1c(Cl)c(NC(=O)CCl)c2ccccc21,0,92,0.9,3.2,-2,-1,11,13,3,0
O=Cc1cn(-c2ccc(F)cc2)c2ccccc12,-4,101,-1.1,0.4,1,-16,-4,12,-1,-6
COc1ccc(NCC(=O)Nc2cccc(S(=O)(=O)N3CCCC3)c2)cc1Cl,-1,97,-3.0,0.1,-2,-10,0,-2,-4,-3
Cc1ccccc1Cn1c(-c2cncs2)nc2ccccc21,-1,94,0.0,0.6,1,4,-2,1,12,1
Cc1ccc(N2C(=O)CC(Cc3cc(C)cc(C)c3)C2=O)cc1 (stereo unspecified),-6,100,-1.1,0.9,-1,8,1,4,14,-8
O=C(Oc1ccc2ccc(OC(=O)N3CCCCCC3)cc2c1)N1CCCCCC1,3,95,4.7,1.2,2,-6,-1,2,-3,27
COc1ccccc1NC(=O)c1ccc(Cl)c(S(=O)(=O)NCc2ccco2)c1,11,92,-2.5,0.4,3,10,0,6,-3,2
COc1ccc(CN2CCN(Cc3c[nH]c4ccccc34)CC2CCO)c(F)c1 (stereo unspecified),2,99,0.8,0.1,10,-6,-1,1,7,36

Screening data from PubChem BioAssay.

A portion of the library; the hit share may differ from the screen's.
